Screening results as filed in PubChem.
IEC-6 cytotox – counter-screen for KLF5 inhibitors: cytotoxicity in IEC-6 cells; 290,000 tested, 0.78% active; IEC-6 cytotoxicity, luminescence viability; inhibition, % at 5 µM; in the data active = inhibition above about 22%;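 also: 0% = plate median of test compound wells and 100% = cytotoxic reference compound wells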
HSP90 refold inh – HSP90 refolding inhibition in rabbit reticulocyte lysate; luciferase refolding luminescence, 3 h; inhibition, % at 5.6 µM; 290,000 tested, 0.91% active;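 active = inhibition above the screen-wide mean plus 3 SD, computed separately per campaign, cut at about 16% in these data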;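 also: 0% = DMSO wells and 100% = 60 µM geldanamycin wells; inhibitors lower the luminescence because luciferase stays unfolded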
HSF1 inh – HSF1 inhibition; NIH3T3-HGL HSE-luciferase, MG132-induced, luminescence 8 h; hits give low values; activity change, negative = inhibition, % at 7.5 µM (by protocol); 300,000 tested, 0.77% active; AID 2098;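 active = more than half of replicate wells show activity change below -50%, luminescence cut by over half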;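 also: luciferase reports HSF-1 transcriptional activity via heat shock element; 0% = median of DMSO wells and -100% = zero luminescence signal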
PolyA inhibitor – inhibitors of polyadenylation in S. cerevisiae; S. cerevisiae SKY197-pL101 polyadenylation reporter, beta-gal luminescence; efflux-impaired pdr1/pdr3 knockout yeast; score 100 = 6 SD above DMSO; calls only at 12 µM; 300,000 tested, 0.02% active; AID 1875;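 active = lowest replicate activity score at least 50, where 100 means six control SD above control mean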;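 also: yeast exposed to compound for 9 h at 30 °C; higher score means more reporter readthrough which indicates perturbed polyadenylation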
GSK3A inh – inhibitors of human GSK-3 alpha kinase. P49840. ADP-Glo luminescence, 60 min. inhibition, % at 10 µM. 320,000 tested, 0.1% active. AID 2650;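 in the data active = inhibition above about 50%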;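 also: GST-tagged GSK-3 alpha with peptide substrate and 25 µM ATP; 0% = DMSO neutral wells and 100% = GW8510 positive control wells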
Target sequence (P49840 whole entry, looked up): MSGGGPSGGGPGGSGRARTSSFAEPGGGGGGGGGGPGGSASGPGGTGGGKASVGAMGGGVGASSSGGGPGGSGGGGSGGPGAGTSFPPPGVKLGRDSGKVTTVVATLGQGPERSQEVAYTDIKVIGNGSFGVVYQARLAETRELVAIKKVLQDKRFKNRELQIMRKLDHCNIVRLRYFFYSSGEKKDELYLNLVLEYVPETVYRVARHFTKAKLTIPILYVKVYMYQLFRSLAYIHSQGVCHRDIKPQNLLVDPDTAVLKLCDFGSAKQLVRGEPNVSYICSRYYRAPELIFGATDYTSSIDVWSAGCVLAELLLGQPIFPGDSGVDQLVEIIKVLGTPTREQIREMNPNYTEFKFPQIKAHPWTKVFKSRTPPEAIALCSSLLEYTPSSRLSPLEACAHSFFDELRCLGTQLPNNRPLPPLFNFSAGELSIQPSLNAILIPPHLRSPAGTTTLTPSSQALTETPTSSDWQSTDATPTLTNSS
KLF5 inh – suppresses KLF5 promoter-driven expression; DLD-1 KLF5 promoter-luciferase reporter, luminescence; inhibition, % at 5 µM; 290,000 tested, 0.23% active; AID 1700;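 active = inhibition above a per-plate limit of that plate's mean compound inhibition plus 3 SD, cut at about 60% in these data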;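 also: 0% = DMSO wells and 100% = LY294002 at 200 µM; higher means less KLF5 promoter-driven luciferase light; inactives centre near -14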
AI-2 QS mod – modulators of Vibrio harveyi AI-2 quorum sensing system. Vibrio harveyi JMH597 AI-2 luminescence/OD600 ratio, 9 h; hits give low values; strain lacks LuxN and CqsS sensors; 0 = neutral-control median. 300,000 tested, 0.4% active. activity change, % at 7.5 µM; in the data active = activity change below about -75%, passing the limit was not always enough;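 also: luminescence divided by OD600 gain over 9 h not by final OD600 alone; inactives centre near 13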
HSF-1 act – increases HSF-1 driven luciferase reporter signal. NIH3T3-HGL HSF-1 luciferase reporter, MG132, 8 h; 100% = twice DMSO control signal. activation, % at 9 µM. 300,000 tested, 1.7% active. AID 504408;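 active = mean replicate activation of at least 50% with a set share of replicates each reaching 50%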;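 also: 0% = median of the neutral control wells and 100% = twice that signal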
aSyn 5UTR inh – MLPCN primary screen, SNCA 5' untranslated region. 300,000 tested, 0.82% active. inhibition, % (tested at 7.5 µM). alpha-synuclein 5'UTR reporter, inhibitor activity. AID 1813; in the data active = inhibition above about 60%;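 also: H4 neuroglioblastoma cells stably carrying SNCA 5'UTR luciferase fusion; 0% = DMSO wells and 100% = positive control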
GSK3B inh – blocks human GSK3beta kinase activity | GST-GSK3beta kinase, ADP-Glo luminescence, 60 min; hits give low values | activity score (negative = inhibition), % at 10 µM | 300,000 tested, 0.038% active | AID 2097;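 active = more than half of replicate wells score below -50%, meaning over 50% inhibition versus plate controls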;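 also: 0% = median DMSO wells and -100% = median GW8510 positive control wells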
Target sequence (P49841 whole entry, looked up): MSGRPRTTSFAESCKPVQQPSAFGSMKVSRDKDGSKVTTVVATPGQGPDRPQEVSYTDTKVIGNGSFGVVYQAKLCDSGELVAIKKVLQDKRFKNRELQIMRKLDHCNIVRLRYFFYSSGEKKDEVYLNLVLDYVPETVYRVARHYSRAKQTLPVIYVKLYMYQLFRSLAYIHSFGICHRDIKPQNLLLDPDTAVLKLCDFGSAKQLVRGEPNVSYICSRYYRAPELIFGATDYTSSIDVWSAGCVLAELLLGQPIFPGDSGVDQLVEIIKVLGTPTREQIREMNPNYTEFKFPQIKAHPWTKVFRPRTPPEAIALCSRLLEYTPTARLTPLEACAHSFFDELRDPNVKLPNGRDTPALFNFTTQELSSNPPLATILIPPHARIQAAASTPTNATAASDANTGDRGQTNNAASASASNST
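Assay system: GST-tagged human GSK3beta kinase, cell-free; Input: 1.6 ng GSK3beta; Medium: Tris/MgCl2 kinase buffer; Timing: 60 min enzyme reaction, room temperature; Signal: ADP-Glo luminescence quantifying ADP generated by kinase; Evaluation: score relative to plate controls; Benchmarks: DMSO neutral wells and GW8510 at 20 µM as positive.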
Active calls of the source: *; i = inactive; . = not tested or not shown. The list is partial; rates above refer to the full screens.

Each structure is followed by: IEC-6 cytotox	HSP90 refold inh	HSF1 inh	PolyA inhibitor	GSK3A inh	KLF5 inh	AI-2 QS mod	HSF-1 act	aSyn 5UTR inh	GSK3B inh
1	NS(=O)(=O)c1ccc(NC(=O)COC(=O)c2ccc(Cl)cc2[N+](=O)[O-])cc1
  -4	5	-5	i	-5	-14	-13	2	-15	1
2	CSc1ccc(/C=N/NC(=O)c2ccc(C)c(C)c2)cc1
  8	4	8	i	-1	-22	15	18	-29	-2
3	O=C(O)c1ccc(Cn2cc(Cl)cn2)cc1
  5	2	-7	i	-3	-18	21	-12	-18	0
4	NC(=O)C1CCN(C(=O)CN2CCc3ccccc32)CC1
  -1	3	-2	i	-2	-17	9	-5	-32	0
5	COc1ccc(C(=S)N2CCN(S(=O)(=O)c3ccccc3)CC2)cc1
  4	-1	1	i	-1	16	-9	-2	13	3
6	COc1ccccc1NC(=O)CCn1c(=O)c2cccn2c2ccccc21
  1	-4	2	i	-5	-12	13	-5	-17	0
7	O=C1C2=C(SCCS2)C(=O)N1CCCO
  2	-1	3	i	-1	-7	29	-6	-1	-1
8	O=C(N/N=C/c1cccnc1)c1cccc(S(=O)(=O)Nc2cccc(Cl)c2)c1
  -4	0	-5	i	1	-1	44	14	21	-4
9	COc1ccc(CCNC(=O)c2ccc(OCC(=O)N3CCOCC3)c(OC)c2)cc1
  .	.	-3	i	-1	.	-3	-7	4	-1
10	CCC(COC)NC(=O)CCc1nnc(Cc2cccc(C(F)(F)F)c2)o1 (centres undefined)
  6	3	39	i	3	-31	9	54*	-40	0
11	CC(=O)N1CCN(C(=O)CNC(=O)c2ccc(Br)o2)CC1
  7	-3	-8	i	-3	-25	13	-12	-16	-1
12	Cc1nc(-c2nc(-c3c(C(=O)NNC(=O)Nc4cccc(Cl)c4)noc3C)cs2)cs1
  8	2	3	i	1	-13	25	-5	-2	4
13	COc1ccc(NC(=O)CSCC(=O)N(C)CC(=O)Nc2cccc3ccccc23)cc1
  .	.	-2	i	-4	.	24	-10	-5	1
14	CCOc1c(Br)cc(CNc2ccc(N3CCN(C(C)=O)CC3)cc2)cc1OC
  -2	3	-4	i	-1	-12	34	-1	-2	-3
15	Cc1ccc(NC(=O)CN(C)CC(=O)Nc2sc3c(c2C(N)=O)CCC3)cc1
  1	8	-2	i	1	-19	16	-6	-9	2
16	O=C(COc1ccccc1)Nc1ccc(S(=O)(=O)NCc2ccco2)cc1
  2	2	7	i	-1	-22	-97*	-15	2	1
17	COc1ccc(NC(=O)CN2C(=O)CC(C)(C)S(=O)(=O)c3ccccc32)cc1
  -2	1	-2	i	-4	-15	8	-6	-8	3
18	Cc1c(C(=O)N2CCOCC2)oc2ccc(S(=O)(=O)N3CCCC3)cc12
  5	-1	3	i	-2	-25	3	25	5	-5
19	Cc1cc(OCC(O)CNC(C)c2ccccc2)ccc1C(C)C (centres undefined)
  1	3	5	i	8	-12	21	20	0	-29
20	Cc1nc2ccccn2c1C(=O)/C=C/c1ccc(F)cc1
  -7	-2	175	i	-1	-105	15	200*	-83	1
21	N#Cc1c(NC(=O)c2ccc(Cn3cc(Br)cn3)o2)sc2c1CCCCCC2
  3	-3	4	i	-3	4	47	2	-17	-5
22	Cc1ccc(C2CC(c3cccc(Br)c3)Nc3nnnn32)cc1 (centres undefined)
  0	0	5	i	-2	-14	16	14	-7	-3
23	CCOC(=O)N1CCN(C(=O)CSCc2ccc(Cl)cc2)CC1
  10	1	4	i	-3	-7	6	-2	-16	1
24	Cc1ccc(C(=O)Nc2c(-c3cccs3)c(=O)c3ccccc3n2C)cc1
  4	6	17	i	1	0	.	36	-27	.
25	O=C(NC1CCCCCCC1)c1ccc(S(=O)(=O)N2CCCC2)cc1
  -1	-2	2	i	-5	-10	-9	9	-2	3
26	CN(C)[C@@H](CO)c1nnc([C@H](Cc2ccc(O)cc2)NC(=O)C2CCNCC2)o1
  0	16	-7	i	.	-20	4	-5	3	0
27	CC(=O)O[C@H](CC(=O)O)C[N+](C)(C)C
  .	.	-1	.	0	.	20	8	7	1
28	CC1CCN(C(=O)CSc2ccc(-c3cccc([N+](=O)[O-])c3)nn2)CC1
  0	0	-10	i	-3	-31	16	3	15	1
29	O=C(COc1ccc(S(=O)(=O)NCc2ccccc2)cc1)NCC1CCCO1 (centres undefined)
  -1	2	8	i	1	0	9	6	14	2
30	COc1cccc2c1OCC(C(=O)OCc1cccnc1)=C2
  -2	3	-3	i	-1	-21	9	18	-4	4

Results in GSK3A inh (2 entries from above):
cpd | molecule | GSK3A inh
11 | CC(=O)N1CCN(C(=O)CNC(=O)c2ccc(Br)o2)CC1 | -3
12 | Cc1nc(-c2nc(-c3c(C(=O)NNC(=O)Nc4cccc(Cl)c4)noc3C)cs2)cs1 | 1

The list goes on.
Each structure is followed by: IEC-6 cytotox	HSP90 refold inh	HSF1 inh	PolyA inhibitor	GSK3A inh	KLF5 inh	AI-2 QS mod	HSF-1 act	aSyn 5UTR inh	GSK3B inh
31	COc1ccc(N(CC(=O)NCc2cccnc2)S(=O)(=O)c2ccccc2)c(OC)c1
  .	.	2	i	-1	.	15	8	10	1
32	Cn1ncc(Cl)c1C(=O)Nc1ccc2c(c1)CCC2
  6	-2	21	i	-1	-10	11	11	-138	3
33	NS(=O)(=O)c1ccc(CCNC(=O)CSc2ccc(Cl)cc2Cl)cc1
  0	-4	5	i	-1	-34	20	23	-8	1
34	CC1CCN(C2(O)C(=O)Nc3ccc([N+](=O)[O-])cc32)CC1 (centres undefined)
  -2	-1	-2	i	-3	12	14	10	15	-2
35	COCCNC(=O)c1cc2c(=O)[nH]c3ccccc3c2s1
  3	2	5	i	0	-30	4	15	-48	-3
36	Cc1ccc(CN(C(=O)c2ccco2)C(C(=O)NC2CCCC2)c2ccc(N3CCOCC3)cc2)cc1 (centres undefined)
  -3	4	5	i	2	-21	-6	-2	6	-10
37	COCCOc1cc2ncnc(N3CCC(C(=O)O)CC3)c2cc1OCCOC
  -1	2	0	i	-2	-20	29	-19	-10	10
38	CC(C)(C)NC(=O)CCSc1nnc(-c2ccco2)o1
  8	7	0	i	1	-26	14	21	-20	-2
39	CC(=O)Nc1ccc(NC(=O)N2CCCCC2)cc1
  -4	-2	-6	i	-2	-3	15	15	-25	0
40	Cc1ccc(-c2c[n+](CC(=O)Nc3c(C)cccc3C)c3n2CCC3)cc1
  3	2	-3	i	3	19	15	8	-8	0
41	CCC12CN3CC(CC)(CN(C1)C3c1c(O)ccc3ccccc13)C2=O (centres undefined)
  -1	5	-9	i	.	-19	29	-5	5	1
42	O=C(NCc1ccncc1)C(=O)NCc1ccco1
  0	1	1	i	.	18	17	3	-8	2
43	CCCC1(c2ccccc2)NC(=O)N(C/C=C/Cl)C1=O (centres undefined)
  -1	-1	4	i	1	-7	0	3	4	-2
44	Cc1[nH]c2ccccc2c1C(=O)CSc1nncn1C
  3	6	0	i	0	-33	8	9	-17	3
45	COCc1cc(C)nc(OCC(=O)N/N=C/c2cccc(OC)c2)c1C#N
  1	0	-10	i	0	-9	20	1	13	-1
46	COc1ccc(C(=O)N(c2ccccc2)C2C=CS(=O)(=O)C2)cc1 (centres undefined)
  1	6	-8	i	0	-4	25	-9	-12	2
47	O=C(Nc1ccon1)C(Sc1ccccc1)c1ccccc1 (centres undefined)
  -1	9	2	i	0	-8	6	2	17	-1
48	CC(/C=C/c1ccc(Cl)o1)=C\C(=O)O
  -6	0	40	i	-2	-15	21	45	-13	3
49	Cc1nn(C)cc1C(C(=O)NC1CCCCC1)N(C(=O)c1cnccn1)c1ccc(Oc2ccccc2)cc1 (centres undefined)
  -3	-2	-2	i	-2	-18	22	1	7	-3
50	COC(=O)C1C(=O)c2c([nH]c(C(=O)OCC3CCCO3)c2C)CC1C (centres undefined)
  3	-5	26	i	10	-25	16	40	-113	1
51	Cc1cc(=O)n2[nH]c(-c3sccc3-n3c(C)ccc3C)cc2n1
  -5	-1	-9	i	4	-11	43	6	-20	0
52	COc1cc(OC)c(C2SCCN2S(=O)(=O)c2ccc(F)cc2)cc1OC (centres undefined)
  3	1	-1	i	-1	7	5	1	-9	2
53	Cc1[nH]n2c(=O)cc(Cc3ccccc3)nc2c1C#N
  -1	1	-2	i	0	-23	18	-8	6	4
54	CC1CN(C2CCN(C(=O)c3ccccc3)CC2)CC(C)O1 (centres undefined)
  -1	3	3	i	-3	13	6	14	18	-3
55	COc1cc(/C=C/C(=O)OCC(=O)c2c(N)n(C)c(=O)n(C)c2=O)ccc1O
  2	5	-1	i	1	-34	-1	-8	-37	-1
56	COc1ccc(C(=O)C2CCCN(C(=O)Cn3nc(C)cc3C)C2)cc1F (centres undefined)
  2	-6	6	i	-2	-40	30	-2	-8	0
57	Cc1c(C(=O)Nc2ccc(F)cc2)oc2ccc(S(=O)(=O)N3CCCC3)cc12
  8	5	-7	i	-2	7	7	-8	23	4
58	O=C(Nc1ccc(F)cc1)c1ccc(S(=O)(=O)N2CCCC2)cc1
  1	5	-8	i	-3	-7	29	-12	17	-2
59	Cn1c(=O)c2c(ncn2Cc2cccc(Cl)c2)n(C)c1=O
  2	5	6	i	-2	-17	10	20	8	4
